Screening results from PubChem BioAssay.
GRIN3A LBD mod: binders of NR3A ligand-binding domain, primary screen, biophysical, differential scanning fluorimetry, uHTS. AID 1259313, 2017. Tm shift relative to glycine control, % at 25 µM. actives 2.5% (n = 340,000). NR3A LBD differential scanning fluorimetry, Tm shift; 0% = protein alone, 100% = glycine-bound protein;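 active means melting temperature shift of at least 10% of the positive control shift, at one fixed dose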
A3G deaminase: APOBEC3G DNA deaminase inhibitors, primary screen, biochemical, fluorescence, single-stranded DNA substrate, uHTS; recombinant A3G, ssDNA deamination FAM/TAMRA fluorescence; DNA dC->dU-editing enzyme APOBEC-3G (Homo sapiens), Q9HC16; actives 0.28% (n = 330,000); inhibition, % at 20 µM;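 active means inhibition of at least 40% at 20 µM, with no more than 30% in the related APOBEC3A deaminase screen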;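 further: plate controls were DMSO wells with A3G for no effect and wells lacking A3G enzyme for full effect; some compounds called inactive have numbers as strong as hits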
Target sequence (Q9HC16 whole entry, looked up): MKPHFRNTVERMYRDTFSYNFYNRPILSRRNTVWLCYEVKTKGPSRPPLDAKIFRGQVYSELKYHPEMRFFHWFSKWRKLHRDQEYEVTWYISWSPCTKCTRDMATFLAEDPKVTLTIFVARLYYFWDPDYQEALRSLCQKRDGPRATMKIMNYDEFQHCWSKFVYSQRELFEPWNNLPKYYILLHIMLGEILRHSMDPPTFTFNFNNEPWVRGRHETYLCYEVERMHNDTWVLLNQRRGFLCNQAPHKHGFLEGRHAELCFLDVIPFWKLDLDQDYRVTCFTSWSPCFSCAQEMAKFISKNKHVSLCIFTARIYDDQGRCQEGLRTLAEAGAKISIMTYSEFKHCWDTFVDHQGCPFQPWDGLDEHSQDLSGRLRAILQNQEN
MPTP inh: mitochondrial permeability transition pore inhibitors, primary screen, biochemical, isolated mouse mitochondria, absorbance; Ca2+ swelling absorbance, 30 min; inhibition, % at 10 µM; actives 1.4% (n = 360,000); AID 602449, 2012;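 active means inhibition of 50% or more, scaled per plate between neutral and stimulator controls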;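 further: 0% = DMSO wells given calcium and 100% = 1 mM EGTA wells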
beta cell repl: inducers of MIN6 beta-cell proliferation, primary screen, ATP luminescence, uHTS; MIN6 cells proliferation, ATPlite luminescence, 48 h; cells starved in 0.2% serum; 100% = growth in 10% serum; proliferation, % at 10 µM; actives 0.29% (n = 330,000); AID 2380, 2010;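 active means compounds whose signal lies at least 3.5 SD above the mean of all wells on their plate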;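 further: 0% = DMSO-treated cells in low-serum medium and 100% = 10% serum control; some compounds called inactive have numbers as strong as hits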
APOBEC3A inh: APOBEC3A ssDNA deaminase inhibitors, primary screen, selectivity assay for APOBEC3G inhibitor project, biochemical, FAM/TAMRA oligo cleavage fluorescence. DNA dC->dU-editing enzyme APOBEC-3A (Homo sapiens), P31941. recombinant A3A, FAM/TAMRA ssDNA deamination fluorescence. inhibition, % at 20 µM. actives 0.41% (n = 330,000);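 active means at least 40% inhibition at 20 µM here, with at most 30% in a related deaminase screen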;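 further: plate controls were A3A with DMSO for no effect and wells lacking A3A enzyme for full effect; some results filed as inactive read as strong as hits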
hIAP act: human IAP activators, primary screen, biochemical, luminescence, uHTS; Intestinal-type alkaline phosphatase (Homo sapiens), P09923; purified human IAP, CDP-Star luminescence, 30 min; stronger effect = higher value; 1 = vehicle-only enzyme, 0 = enzyme-free background; activation factor at 10 µM; actives 0.16% (n = 330,000); AID 2524, 2010;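 active means activation factor of the enzyme at least 2-fold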; further: the source names both 10 and 20 µM as test concentration; values of inactives mirror those of a sister screen read the other way
Target sequence (P09923 whole entry, looked up): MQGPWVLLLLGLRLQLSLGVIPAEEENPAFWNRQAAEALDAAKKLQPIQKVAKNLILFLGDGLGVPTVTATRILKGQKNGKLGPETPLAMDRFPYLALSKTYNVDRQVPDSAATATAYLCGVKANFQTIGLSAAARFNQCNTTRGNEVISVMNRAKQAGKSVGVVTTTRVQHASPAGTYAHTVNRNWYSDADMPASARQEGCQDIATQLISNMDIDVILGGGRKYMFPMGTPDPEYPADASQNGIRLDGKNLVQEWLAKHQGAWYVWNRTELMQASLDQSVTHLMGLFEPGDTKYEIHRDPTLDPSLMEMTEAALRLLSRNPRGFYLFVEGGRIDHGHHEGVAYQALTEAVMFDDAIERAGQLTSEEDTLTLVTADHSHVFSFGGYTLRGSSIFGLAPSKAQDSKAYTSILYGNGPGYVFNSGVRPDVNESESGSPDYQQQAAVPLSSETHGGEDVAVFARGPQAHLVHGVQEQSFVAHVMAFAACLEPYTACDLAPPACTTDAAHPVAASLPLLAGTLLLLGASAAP
mIAP inh: inhibitors of mouse IAP, primary screen, biochemical, luminescence, uHTS; actives 0.2% (n = 330,000); inhibition, % at 10 µM; AID 2806, 2010; intestinal alkaline phosphatase [Mus musculus]; purified mouse IAP, CDP-Star luminescence, 30 min;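 active means inhibition of at least 40% at 10 µM in the primary screen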;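 further: plate controls were DMSO with enzyme for no effect and no enzyme wells for full effect; values of inactives mirror those of a sister screen read the other way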
hIAP block: human IAP inhibitors, primary screen, biochemical, luminescence, uHTS; purified IAP, CDP-Star luminescence, 30 min; Intestinal-type alkaline phosphatase (Homo sapiens), P09923; inhibition, % at 10 µM; actives 0.12% (n = 330,000);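 active means inhibition reaching a set limit with compound at 10 µM in the primary screen, cut at about 35% in these data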;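 further: plate controls were DMSO wells with enzyme for no effect and no-enzyme buffer wells for full effect; values of inactives mirror those of a sister screen read the other way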
mIAP act: activators of mouse IAP, primary screen, biochemical, luminescence, uHTS. intestinal alkaline phosphatase [Mus musculus]. muIAP, CDP-Star luminescence, 30 min; stronger effect = higher value; 1 = vehicle-only enzyme signal, 0 = enzyme-free wells. activation factor at 10 µM. actives 0.24% (n = 330,000). AID 2805, 2010;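 active means activation factor of at least 2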; further: the source names both 10 and 20 µM as test concentration; values of inactives mirror those of a sister screen read the other way
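Assay system: mouse IAP enzyme / Compound: DMSO-dissolved test compounds / Timing: 30 min, room temperature / Measured by: luminescence from enzymatic CDP-Star hydrolysis / Control set: DMSO-only wells, enzyme-free buffer wells as negative control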
* = called active by the depositor.

SMILES	GRIN3A LBD mod	A3G deaminase	MPTP inh	beta cell repl	APOBEC3A inh	hIAP act	mIAP inh	hIAP block	mIAP act
O=C(COC(=O)CCNS(=O)(=O)c1ccccc1)NC(=O)c1ccccc1	-1.3	-3.5	-0.3	-1.8	10.9	0.803	8.6	19.7	0.914
C=CCn1c(=N)n(CC(=O)OCC)c2ccccc21	1.8	0.6	-2.3	-1.2	0.6	0.988	4.4	1.2	0.956
CCCCc1cc(=O)oc2cc(O)cc(O)c12	-5.0	-2.7	-0.9	-1.4	-1.1	0.925	10.7	7.4	0.893
COc1cccc(CNC(=O)CCSCc2ccccc2F)c1	-1.8	-4.2	-1.2	-3.7	-7.3	1.07	-10.8	-6.6	1.11
COc1ccc(CCN2C(=O)CC(NCc3ccc4c(c3)OCO4)C2=O)cc1OC (centres undefined)	0.5	-4.5	-2.5	-2.4	-7.3	1.35	-14.2	-35.5	1.14
CCOc1ccc(S(=O)(=O)NCCC(=O)NCC(C)(C)N2CCOCC2)cc1	-0.4	-2.2	0.8	-1.2	1.2	1.22	-9.4	-21.5	1.09
C=C(C)COc1ccc2c3c(c(=O)oc2c1OCC(=C)C)CCC3	1.8	-5.5	2.5	1.0	-0.6	0.871	5.9	12.9	0.941
COc1cc([N+](=O)[O-])ccc1NC(=S)N1CCOCC1	-3.1	-7.4	-0.7	-2.9	-3.8	0.976	-1.0	2.4	1.01
CCOC(=O)c1ccc(CSc2nncn2N)o1	0.2	0.4	-1.6	-3.4	0.2	1.1	8.1	-10.0	0.919
COc1cccc(CNc2ccc(F)c(Cl)c2)c1	-21.5	-4.5	0.9	-0.8	-2.3	1.16	3.5	-16.4	0.965
Cc1ccccc1OCC(=O)NNC(=O)c1ccoc1C	1.9	-3.1	-0.8	-1.9	4.4	1.06	10.0	-5.8	0.9
O=C(/C=C/c1ccco1)NC(=S)Nc1cccc([N+](=O)[O-])c1	1.9	-4.2	2.8	0.0	5.8	1.06	59.5*	-6.0	0.405
CCOC(=O)Cc1cc(=O)n2[nH]c(C)c(-c3ccc(Cl)cc3)c2n1	-8.2	1.0	1.4	-3.7	-6.7	1.05	-4.8	-5.0	1.05
CCOc1ccc(S(=O)(=O)N2CCOCC2)cc1NC(=O)CN1C(=O)NC(C)(c2ccc(C)cc2)C1=O (centres undefined)	1.8	-3.6	-1.5	2.2	-2.9	1	8.3	-0.1	0.917
CN1CCN(c2ccc(NC(=O)c3ccccc3Br)cc2)CC1	-1.6	-7.1	-5.4	1.4	-4.1	1.02	4.6	-2.2	0.954
COc1cc2c(cc1O)[C@@H]1Cc3cc(OC)c(OC)cc3C(C2)N1C	-0.5	-8.5	-0.2	1.1	0.4	1.05	1.5	-5.2	0.985
COc1ccc2nc(NC(=O)C3CC(=O)N(c4ccc5c(c4)OCCO5)C3)sc2c1 (centres undefined)	1.9	-7.6	-1.5	5.3	0.4	0.991	1.0	0.9	0.99
COC(=O)c1cc(NC(=O)CC2SC(=Nc3ccccc3)N(CCc3c[nH]c4ccccc34)C2=O)cc(C(=O)OC)c1 (centres undefined)	22.7*	-3.2	3.8	-6.0	3.4	1.02	11.4	-2.2	0.886
Cc1nc2sc(C(c3ccco3)N3CCN(c4cccc(Cl)c4)CC3)c(O)n2n1 (centres undefined)	0.5	-2.9	1.5	-0.4	0.8	1.03	9.5	-2.8	0.905
Cc1noc(C)c1COC(=O)CCc1nc2ccccc2s1	3.8	1.5	-0.2	-2.9	1.8	0.914	2.4	8.6	0.976
COc1ccc(C(=O)Nc2c(N)nc(SCC(=O)N3CCCCCC3)[nH]c2=O)cc1OC	-0.2	-6.4	1.5	1.9	-4.8	0.921	-5.8	7.9	1.06
CCc1ccc(Oc2nc([N+](=O)[O-])nn2C)cc1	-1.2	-3.9	-0.4	-0.9	1.1	1	-2.6	-0.4	1.03
CCN1C(=O)c2cccc3c(S(=O)(=O)N4CCNCC4)ccc1c23	2.6	-4.4	0.1	-1.9	-1.3	0.865	6.1	13.5	0.939
O=C(NCCc1cccc(C(F)(F)F)c1)C1CCC(=O)N(Cc2ccc(Cl)cc2)C1 (centres undefined)	2.2	8.5	1.2	-3.9	1.4	1.11	-19.3	-10.6	1.19
N/C(=N\N=C/c1ccc(Br)cc1)N/N=C\c1ccc(Br)cc1	28.4*	-7.2	58.7*	-6.8	-3.0	1.01	11.3	-0.9	0.887
(more compounds)
SMILES	GRIN3A LBD mod	A3G deaminase	MPTP inh	beta cell repl	APOBEC3A inh	hIAP act	mIAP inh	hIAP block	mIAP act
Cc1cc2oc(C(=O)N3CCN(Cc4ccccc4)CC3)c(C)c2cc1C	-4.7	-2.6	3.4	-3.7	-0.4	0.733	11.8	26.7	0.882
CCCCNC(=O)CSc1nc2ccccc2n1S(=O)(=O)c1ccc(Cl)cc1	-2.9	-8.8	4.1	1.6	-3.8	1.05	7.0	-4.7	0.93
CCc1nnc(NS(=O)(=O)c2ccc(NCc3cc(Br)ccc3O)cc2)s1	-7.5	2.0	-0.2	-3.6	1.9	1.15	0.0	-15.1	1
CCCn1c2ccccc2c2cnn(CC(=O)NC3CCC(C)CC3)c(=O)c21 (centres undefined)	-4.8	-2.8	-0.2	-2.3	-2.4	1.14	1.3	-13.9	0.987
CC(=O)Cn1c(CN2CCCCC2)nc2ccccc2c1=O	1.4	-9.0	-3.1	-0.7	-0.8	0.921	7.4	7.9	0.926
CCOC(=O)c1oc2ccc(Cl)cc2c1NC(C)=O	-1.2	-5.4	0.4	0.3	5.2	1.05	-12.4	-5.4	1.12
Cc1ccc(-n2c(SCC(=O)N3CCOCC3)nc(O)cc2=O)cc1	-3.3	-4.6	-1.6	0.7	4.3	1.06	4.2	-5.7	0.958
O=C(NCC1(N2CCCCC2)CCCCC1)c1ccc(NS(=O)(=O)c2ccccc2)cc1	2.4	-3.2	-0.8	-1.6	0.0	1.06	-7.8	-6.3	1.08
S=C(NCCc1ccccc1)NCc1cccc(Cl)c1	0.4	-2.6	13.7	-4.8	-3.0	0.9	-57.3	10.0	1.57
O=Cc1cn(-c2ccccc2)nc1-c1ccccc1	-2.9	-12.7	-0.1	0.2	-4.3	0.702	-4.6	29.8	1.05
Cc1c(NC(=O)c2ccccc2NC(=O)c2ccccc2)cccc1C(=O)O	0.7	-8.1	-0.7	-3.5	-6.0	1.12	-6.4	-11.6	1.06
CSc1ccc(S(=O)(=O)N2CCC(C(=O)NCc3ccccn3)CC2)cc1	1.4	20.9	-1.1	-2.6	59.5*	0.984	-0.1	1.6	1
Cc1ccc(NC(=O)CSc2nc(N)c(-c3ccccc3)c(=O)[nH]2)cc1Cl	-0.6	-3.6	1.7	-4.2	-0.1	1.09	-5.5	-9.4	1.05
CCOC(=O)Nc1nn(-c2ccc(C)cc2)c(=O)c(C#N)c1C	0.2	-1.2	-0.6	3.1	-2.5	0.981	-6.2	1.9	1.06
O=C(c1ccco1)N1CCN(Cc2ccc(Cl)cc2)CC1	-0.8	-7.7	1.5	-0.9	-4.9	1.27	-8.5	-27.2	1.08
COc1cccc(OCCCN2CCN(S(=O)(=O)c3ccc(NC(C)=O)cc3)CC2)c1	0.7	-7.1	2.9	-2.0	-1.1	1.08	6.8	-8.1	0.932
N#Cc1ccccc1S(=O)(=O)N1CCN(C(=O)C2CCCCC2)CC1	0.3	-5.3	0.5	-4.6	-4.2	1.1	0.8	-10.2	0.992
CN(C)C(=O)C(OC(=O)c1ccc2ccccc2n1)c1ccccc1 (centres undefined)	1.4	-5.7	-0.2	0.0	-1.9	1.14	5.5	-13.9	0.945
Cc1ccn2c(=O)nc(SCC(=O)Nc3ccc4c(c3)OCO4)nc2c1	1.2	2.8	-1.6	-5.2	1.2	1	9.6	0.0	0.904
O=S(=O)(Cc1nnnn1-c1ccc(Br)cc1)c1ccc(F)cc1	-0.9	4.1	0.8	-2.4	1.1	0.802	2.7	19.8	0.973
CCCCC1C(=O)N(c2ccccc2)N(c2ccc(O)cc2)C1=O (centres undefined)	0.3	-1.2	2.3	-7.6	-2.1	0.901	3.8	9.9	0.962
O=C(Cc1cccc(C(F)(F)F)c1)NCc1ccc(Cl)cc1	0.4	-2.4	6.1	0.1	2.7	1.03	-3.5	-2.7	1.03
O=S(=O)(Nc1ccc(N2CCCCC2)cc1)c1ccccc1F	1.2	-7.3	-2.5	-4.2	-4.3	0.905	-3.0	9.5	1.03
CN1C(=O)Cc2cc(S(=O)(=O)N3CCN(c4cccc(C(F)(F)F)c4)CC3)ccc21	24.3*	7.4	1.0	-4.1	0.4	1.21	-2.9	-21.4	1.03
O=C(N1CCCCC1)N1CCN(C(=O)N(c2ccccc2)c2ccccc2)CC1	1.6	-3.6	-0.3	-1.7	-4.5	0.721	-2.7	27.9	1.03
Remaining list, next part.
SMILES	GRIN3A LBD mod	A3G deaminase	MPTP inh	beta cell repl	APOBEC3A inh	hIAP act	mIAP inh	hIAP block	mIAP act
O=C(CCc1ccccc1)NC(=S)Nc1ccc2c(c1)C(=O)OC2	-1.9	-5.0	-2.1	-1.2	0.4	0.904	-0.1	9.6	1
COC1=C(N2CCOCC2)C(=O)c2ccccc2C1=O	2.2	4.2	-0.1	-3.4	2.4	0.794	-0.9	20.6	1.01
c1ccc(-n2nnc(-c3nccs3)n2)cc1	2.8	-6.2	-1.4	-3.8	0.6	0.906	-7.4	9.4	1.07
Cc1ccc(/C=C2/Sc3ccccc3N(CC(=O)NCCCOC(C)C)C2=O)cc1	2.7	-3.0	1.5	0.0	-1.7	1.06	-0.1	-5.7	1
Cc1n[nH]c(C)c1S(=O)(=O)N1CCCC(C(=O)NCC2COc3ccccc3O2)C1 (centres undefined)	2.8	-1.7	-2.5	0.3	0.8	1.02	-3.2	-2.0	1.03
O=S(=O)(Oc1ccc(Cl)cc1)c1cccc2cccnc12	4.8	-3.4	1.4	-1.4	-2.9	1.06	-2.2	-6.3	1.02
CCCc1cc(=O)oc2c(C)c3occ(C)c3cc12	1.3	-7.8	1.0	2.5	-7.2	0.841	2.9	15.9	0.971
CCO[C@H]1OC(C(=O)NCc2ccccc2)=C[C@@H](c2ccc(C(F)(F)F)cc2)[C@@H]1CCCO	-14.9	-9.4	0.6	-6.8	-5.6	1.08	-5.2	-7.9	1.05
COc1ccc2oc(C(=O)Nc3nc4ccc(S(C)(=O)=O)cc4s3)c(C)c2c1	19.0*	-6.5	0.0	-1.9	-1.8	1.26	3.0	-25.6	0.97

3 compounds from above, arranged by the value under A3G deaminase, descending:
molecule	A3G deaminase
Cc1ccc(/C=C2/Sc3ccccc3N(CC(=O)NCCCOC(C)C)C2=O)cc1	-3.0
O=S(=O)(Oc1ccc(Cl)cc1)c1cccc2cccnc12	-3.4
CCO[C@H]1OC(C(=O)NCc2ccccc2)=C[C@@H](c2ccc(C(F)(F)F)cc2)[C@@H]1CCCO	-9.4
